MT stabilizer = microtubule stabilizers in HeLa cells, primary screen, imaging, high-content imaging; AID 2205, 2009; HeLa tubulin immunostaining HCS, 24 h; share of cells brighter than vehicle mean+2SD; actives 0.83% (n = 200,000); % tubulin-high responders, % at 10 µM;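 active = plate Z-score above 3 for both tubulin-high and condensed-nucleus cell shares, with cell loss under 80%, at 10 µM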;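 note: anti alpha tubulin signal scored within the nucleus-defined area of each cell; some results filed as inactive read as strong as hits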
Yfh1-depleted yeast = enhancers of respiration in Yfh1-depleted yeast, dose response, Friedreich's ataxia, plus single-dose screen (AID 1465) | S. cerevisiae Yfh1-off respiration, WST-1 reduction, 72 h; higher fold induction means a stronger effect | one-dose fold induction at 50 µM; EC50 in µM for titrated hits | actives 0.074% (n = 220,000);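 active = fold induction of absorbance versus untreated yeast above a set limit, then at least 30% activation at any dose in follow-up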;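 note: activators that raise dye reduction in frataxin-depleted yeast; strong numbers were not always called active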
Dynein cargo inh = inhibitors of GR-EGFP nuclear translocation, primary screen, dynein cargo transport inhibitor project, imaging, high-content, 3617.4 mouse cells | test concentration mostly 20 µM; stimulated with dexamethasone, 1 µM; stronger effect = lower value | z-score, hits read low | actives 0.47% (n = 220,000) | AID 1381, 2008;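 active = plate z-score of nuclear minus cytoplasmic receptor signal below a set negative limit, without overly bright fluorescence or cell loss, cut at about -3.5 in these data, passing the limit was not always enough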;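 note: z-score of nuclear minus cytoplasmic ring GR-EGFP intensity difference per well; some compounds called inactive have numbers as strong as hits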
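Medium: Induction medium lacking tetracycline, stripped serum | Probe or stimulus: 1.0 µM final dexamethasone stimulus | Schedule: 48 h induction, then 1 h compound, then 30 min agonist, 37 °C | Signal: Automated 10x imaging of fixed Hoechst-stained cells | Evaluation: Per-cell GR-EGFP intensity, nucleus versus surrounding cytoplasmic ring, well-averaged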
P. falciparum M1AAP = P. falciparum M1AAP inhibitors, biochemical, fluorogenic H-Leu-NHMec substrate, 1536-well (AID 1445); inhibition, % at 30 µM; hits with a dose series show IC50 in µM; Aminopeptidase N (Plasmodium falciparum (isolate 3D7)); recombinant M1AAP, H-Leu-NHMec fluorogenic kinetic assay; higher % means a stronger effect; actives 0.42% (n = 220,000);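 active = primary inhibition above the hit cutoff, then over 50% inhibition at one or more dose response concentrations, cut at about 23% in these data, passing the limit was not always enough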;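 note: plate controls were DMSO full reaction for no effect and no enzyme background for full effect; strong numbers were not always called active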
Autophagy HCS = autophagy modulators in MEF cells, primary screen, imaging, high-content, MEF GFP-LC3 | MEF GFP-LC3 puncta imaging; test concentration mostly 10 µM | calls only at 10 µM (by protocol) | actives 0.98% (n = 190,000) | AID 463193, 2010;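 active = percentage of spot-positive cells more than 3 SD above its plate mean, without a fluorescence outlier flag or 80% toxicity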;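 note: spot-positive cell cutoff set from DMSO-treated cells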
b-catenin transl = modulators of beta-catenin nuclear translocation, primary screen, imaging, HeLa cells, immunofluorescence, high-content | nuclear translocation activity, % at 5 µM | actives 0.3% (n = 190,000);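 active = nuclear translocation activity above 50% at 5 µM, with a well cell count of 50 or more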;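 note: per-cell ratio of nuclear to cytoplasmic median beta-catenin stain intensity; plate controls were DMSO negative control for no effect and GSK-3 inhibitor IX positive control for full effect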
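Test system: human HeLa cell line; Doses: 5 µM primary, 0.02–20 µM confirmation; Incubation: 24 h compound exposure, 37°C; Detection: beta-catenin immunofluorescence imaging with DAPI; Read-out: beta-catenin nuclear/cytoplasmic ratio, % activation.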
WT yeast gro inh = growth inhibition of WT strain, primary screen, mitochondrial fusion inhibitor project, WT and mutant strains, chemical genetic; mitochondrial fusion phenotypic screen; inhibition, % at 10 µM; actives 2.1% (n = 190,000); AID 1362, 2008; in the data active = inhibition above about 58%; tested in S. cerevisiae
T cell HTS = modulators of CD8 T cell-vesicle binding, primary screen, mouse 2C CD8+ T cells, flow cytometry; calls only at 7 µM; 2C CD8+ T cell-vesicle binding; stronger effect = lower value; actives 0.068% (n = 330,000);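 active = response, share of CD8 T cells binding vesicles, and their 90th percentile fluorescence all below set limits, cut at about 80% in these data, passing the limit was not always enough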
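incubation = binding step 1.5 h, 37 °C, antibody labelling 20 min, ice | test system = 2C mouse CD8+ T cells | read-out basis = percent CD8+ FL2 mean versus row control | controls = Peptide-free naked vesicles (low) and QL9 vesicles with 0.7% DMSO vehicle (high) | detection = flow cytometry of vesicle-bound cells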
M17LAP inhibition = P. falciparum M17LAP inhibitors, primary screen, biochemical, fluorogenic H-Leu-NHMec substrate, 1536-well (AID 1619) | Leucine aminopeptidase (Plasmodium falciparum (isolate 3D7)) | recombinant M17LAP, H-Leu-NHMec fluorogenic kinetic assay; higher % means a stronger effect | one-dose inhibition, % at 30 µM; IC50 in µM for titrated hits | actives 0.38% (n = 220,000);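 active = compound inhibiting the enzyme by more than half at any dose during confirmatory dose-response retesting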;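 note: plate controls were full reaction with DMSO carrier for no effect and no enzyme background for full effect; strong numbers were not always called active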
WT yeast gro inh mutant strain = second read-out of WT yeast gro inh, no call of its own (marks repeat the call); inhibition, %; mitochondrial fusion phenotypic screen, mutant strain inhibition
Dynein cargo inh cytoplasmic EGFP = further read-out of Dynein cargo inh, marked with its call; z-score; measured here: cytoplasmic GR-EGFP intensity; stronger effect = higher value
Dynein cargo inh nuclear GR-EGFP = also measured in Dynein cargo inh; calls as there; z-score; measured here: nuclear GR-EGFP intensity;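 lower value marks the stronger effect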
Dynein cargo inh cell count = also measured in Dynein cargo inh; calls as there; z-score; measured here: cell count per field
b-catenin transl cell count 5 µM = also measured in b-catenin transl; calls as there; cell count; measured here: cell count, cytotoxicity flag
T cell HTS vesicle-bound % = second read-out of T cell HTS, no call of its own (marks repeat the call); double positive events, %; measured here: CD8+ vesicle-bound cell fraction;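 binding gate set so that unloaded-vesicle control wells show 10% double positive cells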
MT stabilizer Hoechst-high % = also measured in MT stabilizer; calls as there; % Hoechst-high responders; measured here: nuclear condensation Hoechst responders;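 share of cells brighter than vehicle mean plus two SD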
MT stabilizer cytotoxicity % = recorded beside MT stabilizer, whose call it bears; toxicity, %; measured here: cytotoxicity by cell density;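 0% = mean cell density of plate MIN control wells and 100% = no cells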
Autophagy HCS cell loss 18 h = second read-out of Autophagy HCS, no call of its own (marks repeat the call); toxicity, %; measured here: cell loss, nuclei count;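 cell loss after 18 h compound exposure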
Active calls of the source: *; i = inactive; x = no result given; + = active, no number. No enrichment for hits. Share with any hit: about 4.4%.

SMILES	MT stabilizer	MT stabilizer Hoechst-high %	MT stabilizer cytotoxicity %	Yfh1-depleted yeast	Dynein cargo inh	Dynein cargo inh cytoplasmic EGFP	Dynein cargo inh nuclear GR-EGFP	Dynein cargo inh cell count	P. falciparum M1AAP	Autophagy HCS	Autophagy HCS cell loss 18 h	b-catenin transl	b-catenin transl cell count 5 µM	WT yeast gro inh	WT yeast gro inh mutant strain	T cell HTS	T cell HTS vesicle-bound %	M17LAP inhibition
Cc1ccccc1OCc1n[nH]c(=S)n1-c1ccccc1	3.7	1.4	3.8	i	2.1	-0.17	1.7	-1.7	6%	i	-13	-0.3	1470	-1	-9	i	31	-5%
C[C@@H](C(=O)NCc1ccc(S(C)(=O)=O)cc1)[C@H]1C[C@]1(C)[C@H](NC(=O)OCc1ccccc1)c1ccccc1	2.9	2.3	2.0	i	0.018	-0.27	0.44	0.28	4%	i	12	x	x	-1	-23	i	11	0%
Nn1cnnc1SCC(=O)N(C1CCCCC1)C1CCCCC1	2.3	2.8	11	i	-0.53	-0.056	-0.086	0.67	2%	i	8	2.0	1459	-20	-6	i	60	3%
CCOC(=O)Nc1nc(-c2ccccc2)c(C(=O)c2ccccc2)s1	14	54	32	i	0.45	-0.21	0.54	0.044	9%	+	46*	x	x	19	20	i	44	-3%
CCn1c(C)nc2cc(S(=O)(=O)Nc3ccc(C)cc3)ccc21	3.9	1.3	5.0	i	-0.46	-0.36	-0.71	1.1	13%	i	8	0.6	1482	1	-15	i	10	4%
Cc1ccc(-n2c(C)cc(C(=O)CSc3nnnn3C)c2C)cc1	4.7	2.1	9.6	i	-0.44	-0.19	0.05	-0.2	8%	i	-20	-0.9	1037	8	14	i	39	2%
CN(CC(=O)Nc1cc(S(=O)(=O)N2CCCC2)ccc1Cl)Cc1cccs1	x	x	x	i	-0.89	-0.26	-0.07	1.9	1%	x	x	1.6	1333	x	x	i	24	2%
CN(C)C(CNC(=O)C1CCN(S(=O)(=O)c2ccccc2)CC1)c1ccccc1 (stereo unspecified)	x	x	x	i	2	-0.7	0.73	-1.2	3%	x	x	-1.2	1324	x	x	i	35	1%
Cc1noc(C)c1CSc1ncnc2sc3c(c12)CCC(C)C3 (stereo unspecified)	2.2	1.6	11	i	0.19	-0.32	-0.27	0.5	0%	i	-5	0.4	542	-1	-16	i	44	-8%
COC(=O)C1=C(C(=O)OC)C2(OC1c1cccc(F)c1)C(=O)c1ccccc1C2=O (stereo unspecified)	2.5	1.4	0.0	i	0.026	-0.021	0.34	0.17	3%	i	0	-4.3	1213	9	-1	i	36	-4%
COCCn1c(SCC(=O)c2cc(C)n(C)c2C)nc2ccccc2c1=O	1.7	2.0	8.7	i	0.58	-0.24	0.46	-0.34	15%	i	-4	-2.2	1152	-17	0	i	36	10%
Cc1cc(O)c(C(C)C)cc1N=C1CSC(=O)N1	4.6	3.0	5.5	i	-0.86	-0.19	0.024	0.63	15%	i	-7	0.9	1469	22	22	i	33	-11%
CC1(C(=O)O)CCC(C(=O)NC2CCCCC2)C1(C)C (stereo unspecified)	1.2	1.9	7.4	i	-0.73	-0.38	-0.29	1	1%	i	1	-12	1236	12	25	i	42	-1%
Cc1ccc(NC(=O)c2ccc(C(C)(C)C)cc2)cc1[N+](=O)[O-]	3.1	1.3	0.4	i	0.99	-0.24	0.59	0.19	-2%	i	-4	-1.0	929	3	-2	i	40	-12%
CCOC(=O)c1cnc2c(Cl)cccc2c1NCCN1CCOCC1	4.2	2.0	3.2	i	-0.086	-0.13	-0.34	0.16	4%	i	-4	0.4	998	-1	2	i	13	9%
Cn1c(CN2CCOCC2)nc2cc(NC(=O)COc3ccc([N+](=O)[O-])cc3)ccc21	1.3	1.5	3.6	i	-0.51	-0.0027	0.41	-0.0093	2%	i	4	1.4	872	12	8	i	37	6%
COc1cc(NC(=O)Cn2c(=O)n(-c3cccc(C)c3)c(=O)c3c(C)c(C)sc32)cc(OC)c1	5.5	3.0	2.1	i	0.2	-0.23	-0.018	0.051	2%	i	-7	1.4	1033	-9	-20	i	47	-28%
CCN(CC)C(=O)Cn1cnc([N+](=O)[O-])n1	1.4	1.5	5.0	i	-1.4	-0.22	-0.72	3.3	5%	i	-5	-0.1	1313	2	2	i	29	-14%
Cc1ccc(OCCCC(=O)Nc2ccc(S(N)(=O)=O)cc2)cc1	2.5	2.4	6.8	i	-0.32	-0.31	-0.014	0.35	1%	i	13	-2.1	1096	-14	19	i	32	-4%
O=c1cnn(-c2ccc(Cl)cc2Cl)c(-c2ccccc2)c1	3.2	2.9	14	x	1.1	0.17	0.47	1.1	-5%	i	88	4.2	1118	8	7	i	14	2%
OCCN(Cc1ccccc1)Cc1cccc(F)c1	2.3	1.2	6.2	i	-0.52	-0.26	-0.94	0.058	-2%	i	2	x	x	-11	-10	i	38	5%
CCCCP(=O)(CCCC)Cc1ccccc1O	2.4	2.0	4.4	i	0.019	-0.17	0.68	-0.57	8%	i	3	x	x	3	41	i	33	15%
O=C(CSC1CN(C(c2ccccc2)c2ccccc2)C1)N/N=C/c1ccccc1	x	x	x	i	0.12	-0.23	-0.036	0.11	4%	x	x	2.6	1225	x	x	i	45	4%
COc1ccccc1-n1c(SCC(=O)NC(C)(C)C)nc(O)cc1=O	4.9	2.3	9.0	i	-0.67	0.21	-0.23	1.5	-6%	i	-4	-4.1	837	5	-26	i	11	0%
CCCCc1nc2sc3c(SCCN(C)C)ncnc3c2c2c1CCC2	x	x	x	i	1.3	-0.18	0.78	0.35	3%	x	x	4.2	1009	x	x	i	21	-3%
NC(=O)c1ccc([N+](=O)[O-])cc1SCc1ccccc1	2.7	2.5	2.4	i	1	-0.24	0.97	-0.36	6%	i	-9	-2.8	1369	10	25	i	44	-44%
CCOc1ccccc1NC(=O)CSc1ccc([N+](=O)[O-])cc1	4.2	3.6	8.6	i	0.13	-0.26	0.53	-0.4	5%	i	-4	-1.8	1004	-8	19	i	33	3%
COc1cccc(C2C(C#N)=C(N)Oc3c2oc(CO)cc3=O)c1OC (stereo unspecified)	4.6	2.3	4.0	i	-0.31	-0.14	0.088	0.27	-2%	i	5	-8.2	932	3	3	i	33	-14%
Cc1ccc2cc(CN(Cc3ccco3)C(=O)c3cccs3)c(=O)[nH]c2c1	34*	39*	56*	i	0.65	-0.18	0.12	-1	7%	i	42	x	x	5	-6	i	13	5%
O=C(CS(=O)(=O)Cc1ccccc1)Nc1ccccn1	3.1	1.7	6.9	i	-0.73	-0.19	-0.53	-0.15	5%	i	3	2.3	489	-3	-4	i	14	16%
O=C(NCCc1nc2ccccc2[nH]1)/C(=C/c1ccco1)NC(=O)c1ccc(Br)o1	2.7	3.3	3.1	i	2	-0.053	1.4	-1.8	-11%	i	-18	-0.8	1137	-10	6	i	29	9%
COc1ccccc1CNc1ccc2nnc(CCNC(=O)c3ccccc3)n2n1	3.0	2.0	6.1	i	0.59	-0.27	-0.07	-0.45	-1%	i	0	0.8	1069	-7	9	i	58	17%
CC(=O)N1N=C(c2ccncc2)OC12CCCCC2	3.3	1.5	9.4	i	-0.39	-0.26	-0.76	-0.14	5%	i	3	1.4	1294	44	7	i	12	-59%
O=C(Nn1c(O)c(C=C2N=c3ccccc3=N2)sc1=S)c1ccccc1	3.0	2.7	8.7	i	-0.3	1.5	-0.015	0.61	14%	i	-2	-2.4	1193	1	4	i	11	7%

Part of the list above, as comma-separated lines:
compound,MT stabilizer,MT stabilizer Hoechst-high %,MT stabilizer cytotoxicity %,Yfh1-depleted yeast,Dynein cargo inh,Dynein cargo inh cytoplasmic EGFP,Dynein cargo inh nuclear GR-EGFP,Dynein cargo inh cell count,P. falciparum M1AAP,Autophagy HCS,Autophagy HCS cell loss 18 h,b-catenin transl,b-catenin transl cell count 5 µM,WT yeast gro inh,WT yeast gro inh mutant strain,T cell HTS,T cell HTS vesicle-bound %,M17LAP inhibition
O=C(NCCc1nc2ccccc2[nH]1)/C(=C/c1ccco1)NC(=O)c1ccc(Br)o1,2.7,3.3,3.1,i,2,-0.053,1.4,-1.8,-11%,i,-18,-0.8,1137,-10,6,i,29,9%
COc1ccccc1CNc1ccc2nnc(CCNC(=O)c3ccccc3)n2n1,3.0,2.0,6.1,i,0.59,-0.27,-0.07,-0.45,-1%,i,0,0.8,1069,-7,9,i,58,17%

From PubChem BioAssay
